RXFP1 antag: blocks the human relaxin receptor RXFP1; Q9HBX9; HEK293-RXFP1, relaxin-stimulated cAMP HTRF, 30 min; stronger effect = lower value; activity change, negative = inhibition, % at 57.5 µM; actives 0.59% (n = 350,000);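 active means activity change of -60% or lower, but not beyond a set lower limit; inconclusive means change between -60% and -40%, or beyond the set limit; inactive means change above -40%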; further: on the % scale 0 is the no-effect control and ±100 the full control effect
TRHR PAM: allosteric enhancers of human TRH receptor; TRHR cells, fluo-8 calcium fluorescence, EC20 TRH enhancement; enhancement, % at 2 µM; actives 0.66% (n = 360,000); in the data active means enhancement above about 30%; further: 0% is about no effect
Target sequence (P34981 whole entry, looked up): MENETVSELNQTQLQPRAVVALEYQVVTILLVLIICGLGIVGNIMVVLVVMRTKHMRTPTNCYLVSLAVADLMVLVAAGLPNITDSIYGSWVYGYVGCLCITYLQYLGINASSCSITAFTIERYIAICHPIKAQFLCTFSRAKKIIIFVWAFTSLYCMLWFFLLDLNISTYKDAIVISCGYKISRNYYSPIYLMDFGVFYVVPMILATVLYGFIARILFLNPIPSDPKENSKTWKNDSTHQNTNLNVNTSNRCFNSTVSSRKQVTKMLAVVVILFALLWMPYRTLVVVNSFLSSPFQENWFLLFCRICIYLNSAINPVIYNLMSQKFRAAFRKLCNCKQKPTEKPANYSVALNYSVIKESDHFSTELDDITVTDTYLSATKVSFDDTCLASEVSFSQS
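TRHR-expressing cells loaded with fluo-8 calcium dye were read kinetically (ex 480/em 530) during compound addition, then stimulated with an EC20 of TRH (10 nM final). Enhancement of the Gq-mediated intracellular calcium response was scored.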
TRHR agonist: activates the human TRH receptor; P34981; TRHR cells, calcium flux fluo-8, FDSS agonist mode; activation, % at 2 µM; actives 0.18% (n = 360,000); AID 493084; in the data active means activation above about 30%; further: 0% is about no effect
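Steps: seed TRHR cells overnight; add fluo-8 no-wash Ca dye, RT 30 min–1.5 h; record 10 s baseline; pin-transfer compounds; monitor fluorescence 1 cycle/s for the agonist window. Calcium increases flag candidate agonists.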
RXFP1 agonist: agonists of human relaxin receptor RXFP1. Q9HBX9. actives 0.3% (n = 370,000). Potency, µM (titrated, usually from 57.5 µM), without a hit: at the highest dose activation, actives largely listed as activators. HEK293T-RXFP1 cAMP TR-FRET, 30 min; response scale: percent of porcine relaxin response, buffer zero; further: potency means the concentration at half of the fitted maximal effect; on the % scale 0 is the no-effect control and ±100 the full control effect; nearly all actives have a fitted effect of over 60% in size; many of its hits are not listed in these tables
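Agonist response is measured as cAMP accumulation in an RXFP1-transfected HEK293T line under PDE4 inhibition. Values are scaled between buffer-only and 29 nM porcine relaxin, and EC50s come from standard Hill equation fits.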
D1 agonist: human D1 receptor agonism; P21728; HEK293 T-REx D1 cells, calcium flux, agonist mode; actives 1% (n = 360,000); activation, % at 2 µM; in the data active means activation above about 30%; further: 0% is about no effect
Target sequence (P21728 whole entry, looked up): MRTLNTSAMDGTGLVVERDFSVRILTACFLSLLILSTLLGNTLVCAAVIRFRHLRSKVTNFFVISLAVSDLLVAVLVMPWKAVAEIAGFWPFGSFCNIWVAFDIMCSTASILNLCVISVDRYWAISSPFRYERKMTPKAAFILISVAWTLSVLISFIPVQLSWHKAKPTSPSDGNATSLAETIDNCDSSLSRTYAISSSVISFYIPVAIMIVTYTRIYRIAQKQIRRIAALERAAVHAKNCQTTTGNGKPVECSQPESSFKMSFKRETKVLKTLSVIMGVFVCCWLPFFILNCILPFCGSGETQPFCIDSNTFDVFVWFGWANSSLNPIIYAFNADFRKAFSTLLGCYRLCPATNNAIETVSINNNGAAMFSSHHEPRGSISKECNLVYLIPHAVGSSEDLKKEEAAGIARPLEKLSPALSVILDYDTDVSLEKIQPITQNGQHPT
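Agonism was scored from calcium flux recorded over 180 s (1 read/s) after pintool compound addition, following a 10-cycle baseline. Cells were inducible force-coupled HEK293 TREx D1, plated overnight at 30 C and loaded with no-wash calcium dye.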
D1 PAM: potentiators of human D1 dopamine receptor; HEK293 TREx D1 cells, calcium flux, dopamine EC20 potentiation; potentiation, % at 10 µM; P21728; actives 0.036% (n = 360,000); in the data active means potentiation above about 30%; further: 0% is about no effect
D2 potentiator: positively modulates the human D2 dopamine receptor allosterically; P14416; HEK293 T-REx D2, calcium flux, EC20 dopamine potentiation; potentiation, % at 10 µM; actives 0.34% (n = 340,000); AID 485347;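 active means potentiation over 3 SD above the plate norm, cut at about 30% in these data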; further: 0% is about no effect
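Using a no-wash calcium dye in inducible, force-coupled HEK293 Trex cells expressing D2, we tracked fluorescence each second for 180 s after compound, then for 180 s after EC20 dopamine to detect augmented signalling.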
Apoferritin bind: binds horse apoferritin like a general anesthetic. Potency, µM (top dose mostly 77.5 µM), without a hit: top-dose activity change, negative = displacement, hits mostly inhibitors. P02791. actives 0.074% (n = 350,000). AID 485281. apoferritin/1-aminoanthracene competitive binding, fluorescence; further: potency means the concentration at half of the fitted maximal effect; on the % scale 0 is the no-effect control and ±100 the full control effect; nearly all actives have a fitted effect of over 20% in size
Target sequence (P02791 2-175 limits assumed): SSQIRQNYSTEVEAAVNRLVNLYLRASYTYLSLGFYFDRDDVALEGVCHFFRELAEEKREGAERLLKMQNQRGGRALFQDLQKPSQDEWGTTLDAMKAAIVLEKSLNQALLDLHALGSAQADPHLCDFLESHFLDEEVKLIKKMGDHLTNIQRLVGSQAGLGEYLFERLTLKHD
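Probe: 1-aminoanthracene (50% saturated, PBS). Protein: horse-spleen apoferritin, 10 uM. Incubation: 10 min, room temperature. Detection: 380 nm excitation, 535 nm emission. Analysis: normalized response, four-parameter Hill.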
D1 antag: human D1 dopamine receptor antagonism | HEK293 TREx D1 cells, calcium flux, dopamine EC80; stronger effect = lower value | actives 3.2% (n = 360,000) | AID 504652 | P21728 | activity change, negative = inhibition, % at 10 µM; in the data active means activity change below about -30%; further: on the % scale 0 is the no-effect control and ±100 the full control effect
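Inducible Hek293 Trex D1 cells (tetracycline, overnight, 30 C). Calcium dye 30–90 min RT. Antagonist mode: EC80 dopamine added after 180 s compound read.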
An asterisk follows results filed as active; ? = inconclusive; nt = not tested or not shown; [ ] = remark or other dose. Unless noted, the call rests on the fitted dose curve; in most records, active means well fitted curve in the direction sought with a large enough effect; inconclusive means small, poorly fitted or top-dose-only effect, or another doubt; inactive means no such curve, though single readings can be large; an effect the other way counts as inactive or inconclusive. Some of the compounds tested; the hit share may differ from the screen's.

Values in the order – RXFP1 antag	TRHR PAM	TRHR agonist	RXFP1 agonist	D1 agonist	D1 PAM	D2 potentiator	Apoferritin bind	D1 antag
> COc1ccc(/C=C2\SC(=S)N(CCCC(=O)N3CCN(C)CC3)C2=O)cc1
→ -8	-3	-0.2	0.5%	11	nt	3	-5%	-5
> CCCCNc1nc(Oc2ccc(=O)n(C)n2)nc(N2CCOCC2)n1
→ -2	1	-0.5	1.2%	0	-1	10	-12%	4
> CCOC(=O)C(=Cc1ccc(-n2cncn2)cc1)C(=O)OCC
→ -10	-5	0.5	1.6%	2	-4	8	-4%	2
> O=S(=O)(Nc1nc2ccccc2nc1N1CCN(c2ccccc2F)CC1)c1ccc(Cl)cc1
→ 2	0	0.0	-0.7%	5	-2	9	3%	0
> CC(=O)c1c(C)[nH]c(C(=O)NCc2ccc(F)cc2)c1C
→ -5	-5	-0.2	-0.4%	5	0	1	-7%	0
> COC(=O)C1=Cc2cc(OC)cc([N+](=O)[O-])c2OC1N1CCOCC1 (stereo not drawn)
→ 0	3	0.0	0.6%	3	-3	0	-10%	17
> Cc1c(NCc2cc(Cl)cc(Cl)c2O)c(=O)n(-c2ccccc2)n1C
→ 18	0	0.3	3.3%	2	-5	-6	-6%	2
> Cc1csc(=Nc2c(C)n(C)n(-c3ccccc3)c2=O)n1-c1ccccc1
→ 3	-10	0.1	1.4%	1	-2	-4	-2%	7
> CCOc1cccc(OCCOCCN(C)Cc2ccccc2)c1
→ -11	-7	-1.2	2.8%	4	-7	-38	-7%	-13
> CCN(CCn1cccn1)C(=O)CC1C(=O)NCCN1Cc1ccc(F)cc1 (stereo not drawn)
→ 3	0	-0.5	-0.3%	1	-5	-15	?	-1
> Cc1ccc(/C=C2\SC(N3CCN(C(c4ccccc4)c4ccccc4)CC3)=NC2=O)o1
→ -28	4	-3.5	-0.6%	2	0	6	0%	-1
> O=S(=O)(CCNCc1cccs1)c1ccc(Cl)cc1
→ -7	-2	-1.2	1.7%	0	0	10	1%	-6
> CC(=O)C12CCCCC1CC1C3CC(C)C4(O)CC(=O)CCC4(C)C3CCC12C (stereo not drawn)
→ -3	9	0.7	3.2%	1	-10	nt	-11%	18
> CCN1CCN(c2nc3c(C)cccn3c(=O)c2/C=C(\C#N)C(=O)NCCOC)CC1
→ 6	-5	30*	25µM*	15	-8	6	44%[activator]	-1
> c1ccc(C2CCC3(CC2)Oc2ccccc2C2CC(c4cccnc4)=NN23)cc1 (stereo not drawn)
→ nt	-3	-0.2	0.8%	3	0	1	-9%	13
> COCC(=O)Nc1sc2c(c1C(=O)OC)CCCC2
→ -5	1	-0.6	0.9%	-2	-3	1	-13%	6
> Cc1ccc(Cn2nc(C)c(NC(=O)CCCn3nc(C)c([N+](=O)[O-])c3C)c2C)cc1
→ nt	2	-0.8	2.2%	1	0	6	7%	20
> CC(C)c1ccc(C2C3=C(COC3=O)Nc3cc4c(cc32)OCO4)cc1 (stereo not drawn)
→ -10	-5	0.4	4.0%	1	6	-2	?	2
> CC(C)n1c(-c2ccccc2)nc(=S)c2c1CCCC2
→ nt	0	-0.7	5.3%	1	5	13	-12%	-1
> Cc1ccc(C)c(CSc2nnc(-c3cccnc3)o2)c1
→ -18	7	0.4	1.2%	1	-5	nt	?	6
> COc1ccc(NC(=O)CC2C(=O)N(c3ccccc3)C(=O)N2Cc2ccco2)cc1 (stereo not drawn)
→ -2	2	-0.2	0.0%	0	-6	8	-2%	6
> Cc1ccc(C(C)C)c(OCC(=O)NCC2(N3CCOCC3)CCCCC2)c1
→ -111*	16	0.8	3.5%	0	2	2	-7%	-10
> O=C(COc1ccccc1)Nc1ccc(Cl)cc1Cl
→ nt	-9	-0.4	-0.6%	1	-3	-13	-17%	-5
> CC1CCN(S(=O)(=O)c2ccc3nc(N4CCN(c5ccccc5F)CC4)ccc3c2)CC1
→ -5	1	0.6	?	2	-5	4	-1%	-4
> Cc1nn(C2CCS(=O)(=O)C2)c(C)c1C=O (stereo not drawn)
→ 1	-7	0.6	0.0%	4	7	12	1%	2
> Cc1ccc(NC(=O)CSc2nc3ncc(Br)cc3[nH]2)cc1C
→ 7	-6	-0.1	?	7	3	-4	-8%	0
> Cc1c(C(=O)OC(C)C)sc(NC(=O)C2CCCO2)c1C(=O)OC(C)C (stereo not drawn)
→ -8	-6	0.6	2.0%	0	-4	-1	-17%	-8
> CCOc1ccc(N(CC(=O)NC2CCCC2)C(=O)CCCC(=O)Nc2ccccn2)cc1
→ -3	27	-0.8	0.6%	-1	-8	-12	-9%	-4
> O=C(Nc1nccs1)c1ccc(COc2ccc(Cl)cc2)o1
→ 16	1	0.1	2.8%	0	-5	12	?	-16
> O=C1c2ccccc2-c2c1cccc2C(=O)N(CCO)CCO
→ -8	3	0.7	0.4%	2	-5	-10	-5%	3
> COc1cc(/C=C/CN2CCN(CCC(C)C)C(CCO)C2)ccc1O (stereo not drawn)
→ -1	-4	-0.3	2.0%	1	-6	-5	-8%	17
> CC1CCN(CC(=O)N2CCc3ccccc32)CC1
→ -8	0	0.2	1.3%	0	2	-22	-4%	4
> CN(C)S(=O)(=O)N(CC(=O)NCCSCc1ccccc1Cl)c1ccccc1
→ -8	-1	0.4	-0.8%	6	-1	-4	-8%	-13
> Fc1ccc(N2CCN(c3nc4ccccc4c4nc(-c5cccnc5)nn34)CC2)cc1
→ nt	0	0.4	?	2	-7	0	8%	-24
> COc1ccc2ccccc2c1C1CC(=O)N2CN(Cc3ccco3)CSC2=C1C#N (stereo not drawn)
→ -6	2	0.2	0.7%	2	-5	-9	-17%	-2
> Cc1cccc(C)c1NC(=O)CN(c1ccccn1)S(=O)(=O)c1ccccc1
→ -1	0	-1.1	-1.3%	6	-2	3	-1%	5
> Cc1nn(-c2ccccc2)c(C)c1NC(=O)COC(=O)CC(C)c1ccccc1 (stereo not drawn)
→ 4	-12	-0.2	1.0%	4	1	7	nt	-3
> CCOc1cc(C(=S)N2CCOCC2)ccc1OC(=O)/C=C/c1ccc(OC)c(OC)c1
→ 2	6	1.2	1.8%	14	-6	-1	2%	-18
> Nc1nc(Nc2ccccc2)nc(NC2CCCCC2)c1[N+](=O)[O-]
→ -11	-3	0.1	0.6%	4	8	-1	?	-1
> CCC/C(=N\NC(=O)c1cccc(C)c1)c1ccccc1
→ 5	-4	-1.1	1.5%	2	1	-3	-5%	1

(list continues)
mol | RXFP1 antag | TRHR PAM | TRHR agonist | RXFP1 agonist | D1 agonist | D1 PAM | D2 potentiator | Apoferritin bind | D1 antag
O=C(N/N=C/c1ccc(F)cc1)c1cc[n+]([O-])cc1 | -16 | 0 | 0.4 | 4.1% | 2 | -8 | -8 | -9% | -9
O=C(NCCCN1CCOCC1)c1cc(-c2cccc(Br)c2)nc2ccccc12 | 4 | 10 | -0.5 | 3.3% | 21 | -2 | 18 | -7% | -16
Cc1ccc(-c2n[nH]c(=O)c3ccccc23)cc1N | 7 | 2 | 0.0 | 0.2% | 2 | -4 | -3 | -15% | -16
CCc1ccc(C(=O)Nc2cc(C)ccc2F)s1 | -7 | 0 | -0.9 | 0.7% | 7 | -4 | 3 | ? | -17
CCCP(=O)(CCC)CCP(=O)(c1ccccc1)c1ccccc1 | -7 | -5 | 0.1 | -0.8% | 2 | 8 | -4 | 4% | 11
Cn1cc(C(=O)NCCc2ccc(Cl)cc2)c(=O)c2cc(S(=O)(=O)N3CCOCC3)ccc21 | -3 | -2 | 0.7 | 2.5% | 0 | 0 | -1 | 0% | -1
NC(=S)Nc1cccc(O)c1 | -5 | -5 | 0.5 | -3.2% | 5 | 0 | 13 | -8% | -10
CN(Cc1ccccc1)Cc1nc2c([nH]1)c(=O)[nH]c(=O)n2C | 10 | 0 | 0.9 | -0.5% | 2 | -3 | -6 | 6% | -10
NC(=O)[C@@H]1CCCN1C(=O)c1cc(COc2ccc3c(c2)CCCC3)on1 | 0 | -3 | -0.3 | 1.6% | 4 | -1 | -1 | -21% | 15
COc1ccc(N2C(=O)CNC2=S)cc1 | nt | -6 | 0.9 | 0.0% | 1 | 8 | 9 | -4% | -15

Part of the list above, showing only Apoferritin bind, D2 potentiator and RXFP1 agonist:
canonical_smiles	Apoferritin bind	D2 potentiator	RXFP1 agonist
COc1ccc(N2C(=O)CNC2=S)cc1	-4%	9	0.0%
Cn1cc(C(=O)NCCc2ccc(Cl)cc2)c(=O)c2cc(S(=O)(=O)N3CCOCC3)ccc21	0%	-1	2.5%
Cc1nn(-c2ccccc2)c(C)c1NC(=O)COC(=O)CC(C)c1ccccc1 (stereo not drawn)	nt	7	1.0%

Of the compounds above, four contain an NH in an aromatic ring:
mol | RXFP1 antag | TRHR PAM | TRHR agonist | RXFP1 agonist | D1 agonist | D1 PAM | D2 potentiator | Apoferritin bind | D1 antag
CC(=O)c1c(C)[nH]c(C(=O)NCc2ccc(F)cc2)c1C | -5 | -5 | -0.2 | -0.4% | 5 | 0 | 1 | -7% | 0
Cc1ccc(NC(=O)CSc2nc3ncc(Br)cc3[nH]2)cc1C | 7 | -6 | -0.1 | ? | 7 | 3 | -4 | -8% | 0
Cc1ccc(-c2n[nH]c(=O)c3ccccc23)cc1N | 7 | 2 | 0.0 | 0.2% | 2 | -4 | -3 | -15% | -16
CN(Cc1ccccc1)Cc1nc2c([nH]1)c(=O)[nH]c(=O)n2C | 10 | 0 | 0.9 | -0.5% | 2 | -3 | -6 | 6% | -10

(cont.)
mol | RXFP1 antag | TRHR PAM | TRHR agonist | RXFP1 agonist | D1 agonist | D1 PAM | D2 potentiator | Apoferritin bind | D1 antag
Cc1nn(Cc2c(Cl)cccc2Cl)c(Cl)c1/C=N/NC(=O)c1cccnc1 | -1 | 6 | -0.7 | 0.1% | 5 | -4 | 2 | -11% | 0
CCc1n[nH]c(=S)n1/N=C/c1ccc(N(C)c2ccccc2)cc1 | -14 | -2 | -0.8 | 2.1% | 2 | -2 | -7 | 175%[activator] | 4
CCCN1CCN(CCNC(=O)Nc2ccccc2OCC)CC1 | nt | -2 | 1.4 | -3.5% | 0 | 0 | nt | -3% | 10
CC(=O)Nc1ccc(NC(=O)c2ccccc2S(=O)(=O)c2ccccc2[N+](=O)[O-])cc1 | -5 | -4 | 5.6 | 0.5% | 12 | -5 | 4 | -15% | -5
Cc1nnsc1SCCNC(=O)c1c(F)cccc1F | nt | 1 | 0.3 | 0.0% | 3 | -8 | -4 | -1% | 0
